From PubChem
RAD52 inh – inhibitors of human RAD52 DNA annealing; 360,000 tested, 0.46% active; AID 651710; recombinant RAD52 DNA annealing, FRET fluorescence; inhibition, % at 18.7 µM; P43351;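 active means every replicate showing at least 50% inhibition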
Target sequence (P43351 whole entry, looked up): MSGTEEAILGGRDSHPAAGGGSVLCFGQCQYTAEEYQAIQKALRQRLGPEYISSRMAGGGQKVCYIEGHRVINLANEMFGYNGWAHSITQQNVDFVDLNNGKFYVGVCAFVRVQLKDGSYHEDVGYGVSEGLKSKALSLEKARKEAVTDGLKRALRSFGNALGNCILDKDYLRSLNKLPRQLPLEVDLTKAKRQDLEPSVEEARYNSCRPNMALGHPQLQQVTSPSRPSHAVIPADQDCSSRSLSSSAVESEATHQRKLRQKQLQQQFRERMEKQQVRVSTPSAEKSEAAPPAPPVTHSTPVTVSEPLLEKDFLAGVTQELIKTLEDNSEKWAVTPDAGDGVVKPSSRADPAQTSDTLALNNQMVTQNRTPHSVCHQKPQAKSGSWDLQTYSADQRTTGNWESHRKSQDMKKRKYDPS
S100A4 MyoIIA – blocks human S100A4 binding to myosin IIA peptide; S100A4/TAMRA-MyoIIA peptide fluorescence polarization; inhibition, % at 10.7 µM; 360,000 tested, 0.14% active; AID 652163;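 active means mean inhibition of at least 70% across replicates, with every replicate also reaching that level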
Target sequence (P26447 whole entry, looked up): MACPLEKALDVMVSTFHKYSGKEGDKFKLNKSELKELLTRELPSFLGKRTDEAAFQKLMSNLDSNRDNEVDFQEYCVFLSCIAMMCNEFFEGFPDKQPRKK
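Material: S100A4 monomer protein / Buffer or medium: 50 mM HEPES pH 7.2, 10 mM CaCl2, 100 mM KCl / Times: 5 min incubation before reading / Benchmarks: neutral control DMSO, positive control TFP / Reagent: labelled myosin peptide probe, 5 nM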
RAD54 inh – inhibitors of human RAD54 branch migration; Q92698; RAD54 Holliday junction branch migration, FAM/BHQ fluorescence; inhibition, % at 10.4 µM; 360,000 tested, 0.14% active; AID 602329;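 active means mean normalized replicate activity at least 40 and at least half of replicates scoring 40 or more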;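 further: 0% = median of neutral control wells and 100% = median of positive control wells; inhibitors cause a drop in the FAM fluorescence signal; in these data hits start at about 50%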
ERp5 block – inhibitors of human ERp5 | Q15084 | ERp5 insulin aggregation, absorbance 650 nm, 90 min | inhibition, % at 9.99 µM | 350,000 tested, 0.05% active;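 active means mean replicate inhibition above about 25%, with every replicate also reaching it, limit read from the data, passing the limit was not always enough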
ERAP1 HTS inh – ERAP1 (human) enzyme inhibition; Q9NZ08; recombinant ERAP1, Leu-AMC fluorescence, 60 min; inhibition, % at 10.7 µM; 340,000 tested, 0.15% active; AID 652197;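 active means mean replicate inhibition of at least 30%, or all replicates individually reaching that 30% level; inactive means mean below 30% and not every replicate reaching it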;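 further: 0% = neutral control wells and 100% = L-leucinethiol positive control wells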
XiGFP reactiv – reactivates the inactive X chromosome in mouse fibroblasts; XiGFP mouse fibroblasts, % GFP-positive cells imaging, 3 d; cells co-treated with 5-aza-dC sensitizer; scaled so ellipticine positive control = 100%; activation, % at 7.58 µM; 360,000 tested, 0.055% active;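 active means mean normalized replicate activation at least 10% and every replicate at or above 10%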;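 further: 0% = median of on-plate neutral control wells and 100% = ellipticine 6 µM median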
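material = 68-5-11 XiGFP fibroblast line | medium = DMEM plus 5-aza-dC sensitizer | schedule = 3 days compound exposure | benchmarks = positive control ellipticine, 6 µM final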
esBAF inh – inhibitors of esBAF chromatin remodeling in mouse ES cells; reporter increase, % at 12.5 µM; 350,000 tested, 2% active; Bmi1-luciferase knock-in reporter, 24 h; 100% = twice the neutral-well signal; in the data active means activation above about 40%;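 further: 0% = median of the plate's neutral control wells and 100% = double that signal; a rise in the Bmi1 reporter signal indicates esBAF inhibition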
E-sel inducer – E-selectin induction on HUVECs | P16581 | HUVEC E-selectin immunofluorescence imaging; normalized: neutral wells 0, TNF-alpha wells 100 | activation, % at 7.58 µM | 260,000 tested, 0.37% active;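 active means mean E-selectin-positive cell signal at least 10% of the positive control, reached in at least 60% of replicates, without over 20% cell loss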;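 further: in these data hits start at about 27%; measured in HUVEC primary endothelial cells; signal is the percent of cells scored E-selectin positive by PE staining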
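System: HUVEC, human umbilical vein endothelial cells; quantity: 3,000 cells/well; buffer or medium: EGM-2 medium, gelatin-coated wells; dosing: single-point compound dose; detection: immunofluorescence imaging; evaluation: % PE-positive cells; benchmarks: TNF-alpha, DMSO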
* hit, by the source's call; / = no result given.

Keys: A = RAD52 inh; B = S100A4 MyoIIA; C = RAD54 inh; D = ERp5 block; E = ERAP1 HTS inh; F = XiGFP reactiv; G = esBAF inh; H = E-sel inducer
1: CCN1CCN(Cc2cccc(Oc3ccc(Cl)cc3)c2)CC1
  A = -4	B = -4	C = 9	D = -1	E = 5	F = /	G = -4	H = /
2: Cc1nccn1CCCNC(=O)c1nc(Cn2cc([N+](=O)[O-])cn2)no1
  A = -15	B = -1	C = -5	D = 6	E = -1	F = 0.0	G = 1	H = /
3: O=C1Cc2ccccc2C(=O)N1Cc1cccc(Cl)c1
  A = -24	B = -6	C = -6	D = 3	E = 2	F = 0.0	G = -8	H = 0.0
4: Cc1cc(C)cc(N2C(N)=NC(N)=NC2c2ccccc2F)c1 (configuration not stated)
  A = 1	B = -3	C = -3	D = 0	E = -3	F = 0.0	G = -2	H = 0.6
5: CC(C)Sc1nc2ccc(Br)cc2[nH]1
  A = -19	B = 1	C = /	D = 0	E = 16	F = -0.2	G = /	H = /
6: COc1ccccc1-n1c(O)c(C=NCc2ccccn2)c2ccccc2c1=O
  A = -26	B = 2	C = /	D = 12	E = /	F = 0.2	G = /	H = -0.2
7: CC(=O)Nc1ccc(S(=O)(=O)NCC2CCC(C(=O)N3CCCCC3)CC2)cc1 (configuration not stated)
  A = 9	B = -2	C = -2	D = 0	E = -2	F = 0.0	G = -2	H = /
8: C[C@H]1CN([C@@H](C)CO)C(=O)c2cc(NC(=O)Nc3cccc4ccccc34)ccc2O[C@@H]1CN(C)Cc1ccccc1
  A = 4	B = 8	C = 3	D = 1	E = 0	F = -1.0	G = 4	H = -0.3
9: CN(C(=O)CCN1CCCO1)C1CCCN(Cc2ccccc2F)C1 (configuration not stated)
  A = -2	B = 3	C = 0	D = /	E = -3	F = 0.0	G = 3	H = /
10: COc1ccc(NC(=O)C(=O)NCC(c2ccco2)N2CCc3ccccc3C2)cc1OC (configuration not stated)
  A = -24	B = 0	C = -5	D = -1	E = -2	F = 0.0	G = 0	H = /
11: C[C@H](O)C#Cc1ccc([C@@H]2[C@H]3CN(S(=O)(=O)c4ccccc4)CCCCN3[C@H]2CO)cc1
  A = -13	B = 5	C = 11	D = -7	E = -1	F = /	G = /	H = /
12: CCCc1cc(=O)[nH]c(SCC(=O)Nc2ccc3c(c2)CCC3)n1
  A = 4	B = 0	C = /	D = 6	E = 2	F = -0.1	G = /	H = 0.0
13: CSCCn1c(C(C)(C)C)cc(C(=O)O)c1C
  A = -7	B = 7	C = -1	D = 3	E = /	F = 0.1	G = 2	H = 0.1
14: Cc1cc2ncc(-c3cccs3)nc2cc1C
  A = 1	B = 1	C = /	D = -2	E = -3	F = 0.0	G = /	H = 0.0
15: CCOC(=O)c1[nH]c2ccccc2c1NC(=S)Nc1cccc(C)c1
  A = 2	B = -4	C = 3	D = 5	E = -4	F = 0.3	G = 25	H = 0.0
16: Fc1cccc(COc2ccccc2C(=S)N2CCCC2)c1
  A = -13	B = -17	C = -8	D = 4	E = -1	F = -0.1	G = -6	H = 12
17: O=C(CN1C(=O)NC2(CCCCCCC2)C1=O)NCc1ccc(Cl)cc1
  A = -6	B = 2	C = 0	D = -1	E = -2	F = 0.2	G = -4	H = /
18: Cc1nnc(SCC(=O)c2ccc(C(C)C)cc2)s1
  A = -7	B = -1	C = /	D = -2	E = 2	F = 1.4	G = /	H = -1.6
19: COC(=O)C[C@@H]1C=C[C@@H](NC(=O)CN(C)C)[C@@H](CO)O1
  A = -19	B = -19	C = /	D = -3	E = /	F = -0.1	G = /	H = 7.5
20: CCC(C)N(CCNC(=O)CC1Oc2ccc(C)cc2NC1=O)C1CCCCC1 (configuration not stated)
  A = -8	B = -2	C = -1	D = 8	E = -1	F = 0.2	G = -9	H = -0.1
21: CC(C)c1ccc(NC(=O)COC(=O)Cn2cnc3c2c(=O)n(C)c(=O)n3C)cc1
  A = 3	B = -11	C = -10	D = 4	E = 5	F = -0.1	G = 4	H = -0.2
22: O=C(NCCCn1ccnc1)c1cc(-c2ccccc2)on1
  A = -9	B = -4	C = -3	D = -4	E = 9	F = 0.2	G = 47*	H = -0.5
23: CCCCN(C=O)c1c(CC)nc2c(OCc3ccc(Cl)cc3)cccn12
  A = -41	B = -4	C = 7	D = 1	E = 3	F = 0.3	G = 1	H = 0.4
24: C/C(=N\NC(=O)CNC(=O)c1ccc2c(c1)OCO2)c1ccco1
  A = -13	B = -6	C = 14	D = 9	E = 0	F = 0.1	G = /	H = /
25: COC(=O)c1ccc(NS(=O)(=O)c2ccccc2)o1
  A = -77	B = 12	C = /	D = -2	E = -1	F = 0.0	G = /	H = /
26: CCc1ccc(NC(=O)c2cc(-c3ccc(F)cc3)on2)cc1
  A = 0	B = -3	C = 2	D = -1	E = 2	F = 0.0	G = 14	H = -2.4
27: Cc1ccc(Nc2nc(N)nc(N)c2N=O)cc1Cl
  A = -15	B = -3	C = /	D = -2	E = 2	F = 0.1	G = /	H = 0.1
28: CCOC(=O)/C(=C\c1ccc(C)cc1)NC(=O)c1ccccc1
  A = -11	B = -3	C = /	D = -2	E = 0	F = 0.1	G = /	H = -4.4
29: CN(CC1CCCO1)S(=O)(=O)c1ccc(C(=O)Nc2ccc3c(c2)OCO3)cc1 (configuration not stated)
  A = 1	B = -1	C = /	D = 7	E = 1	F = 0.0	G = /	H = /
30: CCn1c(=S)[nH]c2cc(S(=O)(=O)N3CCCCC3)ccc21
  A = 0	B = -5	C = /	D = -1	E = -3	F = /	G = /	H = /
31: CCOC(=O)c1cnc2c(c(C)nn2CC)c1NC1CC1
  A = 16	B = -5	C = 7	D = 0	E = 0	F = -0.1	G = -4	H = 2.4
32: Cn1c2ccccc2c2nnc(SCCN3CCOCC3)nc21
  A = 17	B = -5	C = 17	D = -1	E = 1	F = 0.1	G = 6	H = 0.1

Compounds above that contain a halogen:
Keys: A = RAD52 inh; B = S100A4 MyoIIA; C = RAD54 inh; D = ERp5 block; E = ERAP1 HTS inh; F = XiGFP reactiv; G = esBAF inh; H = E-sel inducer
1: CCN1CCN(Cc2cccc(Oc3ccc(Cl)cc3)c2)CC1
  A = -4	B = -4	C = 9	D = -1	E = 5	F = /	G = -4	H = /
3: O=C1Cc2ccccc2C(=O)N1Cc1cccc(Cl)c1
  A = -24	B = -6	C = -6	D = 3	E = 2	F = 0.0	G = -8	H = 0.0
4: Cc1cc(C)cc(N2C(N)=NC(N)=NC2c2ccccc2F)c1 (configuration not stated)
  A = 1	B = -3	C = -3	D = 0	E = -3	F = 0.0	G = -2	H = 0.6
5: CC(C)Sc1nc2ccc(Br)cc2[nH]1
  A = -19	B = 1	C = /	D = 0	E = 16	F = -0.2	G = /	H = /
9: CN(C(=O)CCN1CCCO1)C1CCCN(Cc2ccccc2F)C1 (configuration not stated)
  A = -2	B = 3	C = 0	D = /	E = -3	F = 0.0	G = 3	H = /
16: Fc1cccc(COc2ccccc2C(=S)N2CCCC2)c1
  A = -13	B = -17	C = -8	D = 4	E = -1	F = -0.1	G = -6	H = 12
17: O=C(CN1C(=O)NC2(CCCCCCC2)C1=O)NCc1ccc(Cl)cc1
  A = -6	B = 2	C = 0	D = -1	E = -2	F = 0.2	G = -4	H = /
23: CCCCN(C=O)c1c(CC)nc2c(OCc3ccc(Cl)cc3)cccn12
  A = -41	B = -4	C = 7	D = 1	E = 3	F = 0.3	G = 1	H = 0.4
26: CCc1ccc(NC(=O)c2cc(-c3ccc(F)cc3)on2)cc1
  A = 0	B = -3	C = 2	D = -1	E = 2	F = 0.0	G = 14	H = -2.4
27: Cc1ccc(Nc2nc(N)nc(N)c2N=O)cc1Cl
  A = -15	B = -3	C = /	D = -2	E = 2	F = 0.1	G = /	H = 0.1
